# Screening data as filed in PubChem BioAssay.
# phage Ecoli inh: growth loss of phage-infected E. coli, primary screen, RecBCD inhibitor project, absorbance, with phage, HTS; inhibition, % at 11.9 µM; 360,000 compounds, 0.26% hits; AID 651602, 2012; in the data active = inhibition above about 11%
# OPRM1-OPRD1 ag: agonists of OPRM1-OPRD1 heterodimerization, primary screen, cell-based, luminescence. Mu-type opioid receptor (Homo sapiens) + Delta-type opioid receptor (Homo sapiens), …. cells. activation, % at 9.3 µM. 340,000 compounds, 0.3% hits; in the data active = activation above about 18%;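 note: 0% = vehicle-treated cells and 100% = reference agonist; values of inactives mirror those of a sister screen read the other way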
# HTR5A inv ctr: HTR5A inverse agonists in luminescence cell assay, primary screen, counter-screen for OPRM1-OPRD1 heterodimer inverse agonist project, full-deck HTS; 5-hydroxytryptamine receptor 5A (Homo sapiens), P47898; HTR5A cell line, inverse agonism; inhibition, % at 9.3 µM; 340,000 compounds, 0.083% hits; in the data active = inhibition mostly above about 23%, no sharp cut-off; inactive = mostly below about 18%;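 note: 0% = cells with DMSO and 100% = no-cell wells with DMSO; some compounds called inactive have numbers as strong as hits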
# Target sequence (P47898 whole entry, looked up): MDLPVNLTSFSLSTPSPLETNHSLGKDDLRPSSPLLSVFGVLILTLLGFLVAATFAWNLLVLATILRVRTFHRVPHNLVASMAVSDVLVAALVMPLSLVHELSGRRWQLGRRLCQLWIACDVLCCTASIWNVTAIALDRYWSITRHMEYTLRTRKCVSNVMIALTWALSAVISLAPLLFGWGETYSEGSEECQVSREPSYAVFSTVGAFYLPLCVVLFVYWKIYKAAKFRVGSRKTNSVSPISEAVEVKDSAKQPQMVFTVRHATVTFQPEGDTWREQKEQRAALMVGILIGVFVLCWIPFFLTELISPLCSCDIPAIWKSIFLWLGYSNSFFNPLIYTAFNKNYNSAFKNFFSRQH
# SUMO Mot1 rescue: yeast Mot1-301 growth rescue at high temperature, primary screen, SUMOylation pathway inhibitor project, S. cerevisiae, ATP luminescence, 38.5C; S. cerevisiae Mot1-301 growth rescue; percent above DMSO median, 100 means doubled; growth rescue, % at 18.8 µM; 320,000 compounds, 1% hits; AID 2716, 2010;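 active = every valid replicate shows activation above 250% relative to neutral control wells; inactive = the rest, any valid replicate at or below 250%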;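 note: OY570 slx delta 5 strain wells were the positive control but not used for scaling; some compounds called inactive have numbers as strong as hits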
# PKA-R2B act: activators of PKA-R2B holoenzyme, primary screen, biochemical, fluorescence polarization, Cy5-IP20, human; cAMP-dependent protein kinase catalytic subunit beta (Homo sapiens) + cAMP-dependent …; PKA-R2B holoenzyme dissociation; R2B truncated from residue 108, S112A mutant; 0% DMSO only, 100% 113 µM cGMP; activation, % at 11.4 µM; 340,000 compounds, 0.079% hits;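 active = activation above a cutoff set at the mean over all compounds plus 3 SD, cut at about 18% in these data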;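 note: higher means more holoenzyme dissociation and a rise in polarization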
# Target sequence (P31323 whole entry, looked up, other chains not shown, the tested form may be a part): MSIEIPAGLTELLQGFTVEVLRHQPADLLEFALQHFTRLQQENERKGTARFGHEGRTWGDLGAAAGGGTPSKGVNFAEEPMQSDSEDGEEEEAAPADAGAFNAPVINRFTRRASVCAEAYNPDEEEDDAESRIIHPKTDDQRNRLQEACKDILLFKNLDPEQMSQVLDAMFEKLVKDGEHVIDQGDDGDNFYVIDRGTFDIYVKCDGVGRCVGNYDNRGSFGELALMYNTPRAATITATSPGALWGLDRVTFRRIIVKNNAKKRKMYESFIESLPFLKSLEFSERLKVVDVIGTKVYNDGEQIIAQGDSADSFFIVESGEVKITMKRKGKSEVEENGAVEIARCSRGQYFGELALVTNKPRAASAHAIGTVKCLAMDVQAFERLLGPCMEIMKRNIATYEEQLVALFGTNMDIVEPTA
# E coli growth: E. coli V3065 growth inhibition, primary screen, counter-screen for AddAB inhibitor project, absorbance, OD600; 330,000 compounds, 0.27% hits; inhibition, % at 11.9 µM; 18 h; AID 449728, 2010;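 active = inhibition above the campaign's mean inhibition across all tested compounds plus 3 SD, cut at about 9.9% in these data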;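 note: uninfected addAB+ strain grown without phage in ampicillin broth; 0% = DMSO wells and 100% = ciprofloxacin 0.95 µg/ml wells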
# Tat export inh: E. coli Tat export inhibitors, primary screen, MC4100, TorA-mCherry reporter, fluorescence, single point; AID 488895, 2010; 340,000 compounds, 0.036% hits; inhibition, % at 10 µM;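 active = mean replicate inhibition at least 50% and at least half of replicates individually reaching 50%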;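 note: exported cargo escapes ClpAP degradation while cytoplasmic cargo is degraded and loses fluorescence; 0% = median of neutral control wells and 100% = median of NaSCN control wells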
# PfHsp90 set2: growth inhibition of PfHsp90-expressing yeast, primary screen, antimalarial PfHsp90 inhibitor project, S. cerevisiae, BacTiter-Glo luminescence, single point, set 2; BacTiter-Glo ATP, 48 h; yeast lacking PDR1 and PDR3 efflux regulators; inhibition, % at 9.4 µM; 310,000 compounds, 0.32% hits; AID 504621, 2011;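 active = every replicate shows inhibition above about 80%, whatever the replicate mean, limit read from the data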;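 note: 0% = DMSO neutral controls and 100% = 20 µM radicicol positive controls; yeast relying on Plasmodium falciparum Hsp90 in place of its own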
# AddAB inh: growth inhibition of E. coli expressing H. pylori AddAB, primary screen, AddAB inhibitor project, absorbance. inhibition, % at 11.9 µM. 330,000 compounds, 0.29% hits; in the data active = inhibition above about 12%;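 note: 0% = vehicle wells of infected cells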
# PKA-R1A activ: activators of PKA-R1A holoenzyme, primary screen, biochemical, fluorescence polarization, Cy5-IP20, bovine R1A, mouse PKAc; cAMP-dependent protein kinase type I-alpha regulatory subunit (Bos taurus) + …; PKA-R1A dissociation; scaled: DMSO 0%, 113 µM cGMP 100%; activation, % at 11.4 µM; 340,000 compounds, 0.083% hits;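 active = percent activation above the mean of all tested compounds plus 3 SD, cut at about 19% in these data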;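 note: higher means more PKAc released from R1A so a rise in polarization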
# MOR-DOR inv ag: inverse agonists of MOR-DOR heterodimerization, primary screen, cell-based, luminescence; Mu-type opioid receptor (Homo sapiens) + Delta-type opioid receptor (Homo sapiens), …; cell-based MOR-DOR heterodimer luminescence, inverse agonism; inhibition, % at 9.3 µM; 340,000 compounds, 0.21% hits; AID 504357, 2011; in the data active = inhibition above about 22%, passing the limit was not always enough;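 note: 0% = cells with DMSO and 100% = wells without cells with DMSO; values of inactives mirror those of a sister screen read the other way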
# * = called active by the depositor; nt = not tested or not shown.
SMILES,phage Ecoli inh,OPRM1-OPRD1 ag,HTR5A inv ctr,SUMO Mot1 rescue,PKA-R2B act,E coli growth,Tat export inh,PfHsp90 set2,AddAB inh,PKA-R1A activ,MOR-DOR inv ag
O=C(COc1ccc([N+](=O)[O-])cc1)NNC(=O)c1cccs1,2.4,-0.3,3,-7,-13,-0.5,9,9,0.6,2,1
Cc1ccc(CONC(=O)c2ccc([N+](=O)[O-])cc2)cc1,0.1,-2.0,13,20,-5,1.6,9,15,1.0,-3,8
CC(C)(C)OC(=O)CNC(=O)c1nc[nH]c1C(=O)NCc1ccc(CNC(=O)OC(C)(C)C)cc1,1.6,-1.1,-38,0,-18,-0.8,9,5,2.6,-14,7
CCc1ccc(OCC(=O)NNC(=O)c2cc(S(=O)(=O)N(C)C)ccc2N2CCCC2)cc1,1.4,-0.4,11,-3,-2,-2.6,3,-15,-1.3,-8,2
Cc1cc(-c2nnc(CCC(=O)NCc3ccc(OC(F)(F)F)cc3)o2)no1,0.6,-1.5,23,19,-9,-1.1,-5,-7,2.5,-2,8
c1coc(-c2nc3ccccc3s2)c1,1.9,-0.1,-7,nt,-8,nt,6,-7,nt,0,1
O=C(c1cccs1)N(c1ccc(F)cc1)C1C=CS(=O)(=O)C1 (stereo not given),2.7,-1.0,10,25,-1,-2.4,1,16,1.3,1,7
O=C1S/C(=C\c2ccc(O)c([N+](=O)[O-])c2)C(=O)N1Cc1cccc([N+](=O)[O-])c1,5.0,nt,nt,-5,nt,-1.1,-5,8,0.7,nt,nt
O=C(Nc1ccc2c(c1)OCCO2)c1ccc2ccccc2n1,2.9,2.2,15,nt,-7,-2.1,-3,nt,2.8,-3,-12
CS(=O)(=O)N1CCCC(C(=O)Nc2ccc(Br)cc2F)C1 (stereo not given),4.3,-0.1,16,8,-4,0.6,-4,-4,2.1,8,0
Cc1c(NC(=O)CN2C(=O)c3ccccc3C2=O)c(=O)n(-c2ccccc2)n1C,0.8,-1.8,0,-11,-8,2.0,-2,8,2.7,4,11
COc1ccc(NC(=S)c2ccc(N(C)C)cc2)cc1,1.2,-0.6,11,nt,-6,-1.4,-3,-3,0.6,1,3
Cc1c(N=Cc2ccc(O)c(Br)c2)cccc1[N+](=O)[O-],4.8,-0.4,-31,40,-1,-1.2,6,18,-0.6,-13,2
c1ccc(-c2cn3c(n2)SCC3)cc1,4.2,-3.3,-25,-9,-7,0.0,5,-9,-1.2,-3,16
Cc1nn(-c2ccc(C(=O)O)cc2)c(N)c1-c1ccccc1,1.7,-1.8,-2,1,8,-0.7,-6,20,2.7,-2,8
COC(=O)C(NC(=O)COc1ccccc1)(Nc1nc2c(s1)CCCC2)C(F)(F)F (stereo not given),2.2,0.7,-7,-20,-1,0.6,0,64,2.8,3,-4
Cc1cccc(C)c1NC(=O)N1CCC(n2cnc3ccccc32)CC1,2.5,-2.4,-30,-1,5,1.3,1,nt,5.6,-7,13
Cc1ccc(S(=O)(=O)Nc2cc(C(C)C)c(O)cc2C)cc1,2.5,-1.3,-14,-8,0,1.8,6,22,-0.5,-5,6
Cc1ccc(S(=O)(=O)N(C)CCCC(=O)N2CCCCC2)cc1,-1.0,0.1,0,-3,-5,1.1,11,1,-0.1,-5,0
CS(=O)(=O)c1ccc(C2=C(c3ccccc3)C(=O)OC2)cc1,2.6,-2.4,-18,154,-2,-1.6,-1,-9,-4.3,-3,13
COC(=O)c1ccc(CSC2=NCCS2)cc1,3.8,-3.8,15,-9,-2,1.6,-8,-7,2.7,-6,19
CCCS(=O)(=O)c1nnnn1-c1cccc(OC)c1,nt,1.3,10,0,7,-1.5,-7,-22,-1.9,-6,-7
CCN(CC)S(=O)(=O)c1ccc(N2CCCCC2)c(C(=O)Nc2ccccc2N2CCOCC2)c1,0.8,-1.5,6,0,13,-2.0,7,-15,-1.7,4,8
CCc1sc(C(=O)N2CCN(S(C)(=O)=O)CC2)cc1Br,nt,-1.9,4,-11,-6,0.2,2,10,1.8,-3,10
Cc1cc(C(F)F)nn1CC(=O)Nc1cc([N+](=O)[O-])ccc1F,2.1,0.6,14,4,7,-1.5,12,-20,4.6,3,-3
COc1ccc(N2C(=O)CSC2c2ccccc2F)c(OC)c1 (stereo not given),1.4,-1.3,-2,-18,-10,-1.6,13,5,-0.9,-9,7
Cc1ccccc1-n1c(SCC(=O)Nc2ccccc2)nc2nc3c(cc2c1=O)CCCC3,1.0,-1.8,24,484,9,0.0,-3,2,1.9,-6,11
O=C(c1cc2cc(Br)cc(Br)c2oc1=O)N1CCOCC1,0.8,-2.3,7,28,-1,-0.5,-16,6,3.0,-6,11
COc1ccccc1CCC(=O)OCC(=O)Nc1c(C)nn(-c2ccccc2)c1C,1.3,0.3,3,34,5,0.8,3,22,0.8,2,-2
COc1ccc(OC)c(-n2c(=S)[nH]c3c(sc(=S)n3-c3ccccc3C)c2=O)c1,2.8,1.2,-5,-1,-1,-2.1,-14,-32,4.8,-4,-7
Cc1ccccc1C(=O)NCC(=O)OCC(=O)NC(C)C1CC2CCC1C2 (stereo not given),3.6,-1.4,-8,0,9,2.3,-9,5,0.1,-1,6
COc1ccc2nc(SCC(=O)Nc3ccccc3)[nH]c2c1,3.7,0.5,-21,-6,-8,4.5,-4,-2,2.7,-8,-4
CN(C)C(CNC(=O)c1cccs1)c1cccnc1 (stereo not given),3.6,-0.4,-12,50,12,-0.4,-7,21,-0.9,1,2
Nc1ccc2nc(SCC(=O)N3CCOCC3)sc2c1,1.1,2.7,-7,-19,-5,-1.2,9,12,4.8,-4,-14
CCC(=O)Nc1ccc(NC(=O)CSc2nnnn2CC)cc1C,0.7,-0.7,-5,1,-2,-0.2,4,-9,1.1,6,4
COCCn1nnnc1C(c1ccc(OC)cc1)N1CCN(C(=O)c2ccco2)CC1 (stereo not given),2.6,-3.2,11,-13,2,1.8,0,-21,2.7,10,20
COc1ccc(/C=C2\N=C3CCCCCN3C2=O)cc1OC,1.1,-1.5,-14,-24,-16,-0.4,16,nt,1.1,3,9
CC(C)Cc1cc(C(C)(C)C)ccc1OC(=S)N(C)C,4.0,1.0,-3,-14,4,-1.6,5,-16,1.1,-3,-6
Cc1cc(C)nc(NCCO)n1,4.5,-1.4,22,nt,4,1.8,1,3,0.5,-3,8
CC12CCC(c3c(C(=O)Nc4nccs4)nn(-c4ccccc4)c31)C2(C)C (stereo not given),1.7,-0.6,13,6,-2,-4.6,13,-27,0.1,-2,3
CC(C)(C)c1ccc(-c2nc(C=O)c3ccccn23)cc1,0.8,0.5,-18,412*,10,-0.5,-7,nt,-0.7,2,-3
Cc1nc(C(=O)NNC(=O)c2ccc(Cl)cc2)c(C(F)(F)F)o1,-5.5,-1.5,-17,-4,-5,-6.8,3,2,-9.2,-13,8
Cc1ccc(C)c(NC(=O)/C(C#N)=C/c2cn(CC(=O)NCc3ccco3)c3ccccc23)c1,2.0,1.4,17,-7,-6,1.2,-4,-1,4.3,-9,-7
O=C(COC(=O)c1ccc(Cl)nc1)NCCc1ccccc1,2.0,-1.2,-15,-12,-5,-0.7,-1,4,0.2,-16,5
NC(=O)SCC(=O)Nc1ccccc1C(=O)O,2.7,-2.3,3,5,-10,0.7,-7,16,-1.7,-2,11
COc1ccc(CSc2nnnn2-c2ccccc2)cc1,2.0,3.0,-7,-9,9,0.3,-2,-7,1.1,-14,-16
O=C(c1ccsc1)N1CCCC(Nc2cccc(F)c2)C1 (stereo not given),0.4,-1.9,14,341,5,4.6,-3,-5,3.4,-3,10
O=C(CSc1nnc2c(n1)[nH]c1ccc(F)cc12)N1CCOCC1,1.7,-0.4,24,-8,-10,1.9,12,-13,-1.1,2,2
Cc1ccc(S(=O)(=O)NCC(=O)N/N=C/c2ccc(Cl)cc2Cl)cc1,2.1,8.4,4,3,-7,2.1,4,2,2.2,-11,-45
Cc1ccc(N=Cc2cc3c(cc2O)OC(N)=C(C#N)C3c2ccccc2)cc1 (stereo not given),7.0,1.6,-12,-26,-6,0.9,-5,2,5.1,1,-9
# The results go on.
SMILES,phage Ecoli inh,OPRM1-OPRD1 ag,HTR5A inv ctr,SUMO Mot1 rescue,PKA-R2B act,E coli growth,Tat export inh,PfHsp90 set2,AddAB inh,PKA-R1A activ,MOR-DOR inv ag
CCCCn1c(=O)[nH]c2nc3cc(NC(C)=O)ccc3nc2c1=O,2.0,-1.2,-9,-3,-7,2.0,-4,-8,3.6,-2,6
CCCCn1c(SCc2cccnc2)nc2c1c(=O)n(C)c(=O)n2C,2.0,-0.4,11,1,2,-0.8,-1,-10,-0.4,2,2
COc1ccc(N2CCN(C(=O)c3ccc(C(C)(C)C)cc3)CC2)cc1,0.7,-2.8,-14,-3,8,0.6,0,nt,1.1,-3,14
CCCCOC(=O)C(C)Nc1n[nH]c(=O)[nH]c1=O (stereo not given),2.5,-2.8,14,-4,-3,-2.0,-9,-17,-0.9,-10,12
COc1cccc(C2Nc3cc(Cl)c(S(N)(=O)=O)cc3S(=O)(=O)N2)c1 (stereo not given),4.4,-2.1,2,5,-13,-0.5,-1,6,2.2,-7,12
CC(=O)NC1CCN(CC(=O)Nc2nccs2)CC1,-0.4,-0.8,3,14,-6,-4.1,-2,-21,-0.8,-6,4
Cc1csc(NC(=O)CSc2nnc(-c3ccc(S(=O)(=O)N4CCCC4)cc3)o2)n1,nt,-1.0,6,-13,5,0.8,-14,-19,-1.7,-4,5
NC1=NC[C@@H](Cc2ccc(O)cc2)N1CCCCC1CCCCC1,4.8,-1.9,-2,57,4,1.7,-5,-4,4.2,10,10
O=C(CC1C(=O)NCCN1C(=O)Nc1ccc(F)cc1F)Nc1cc(Cl)ccc1Cl (stereo not given),0.4,-3.1,-25,1,10,3.2,7,-13,0.0,-3,17
COC(=O)c1ccc(CN2C(=O)NC3(CCCCC3)C2=O)cc1,3.5,-2.6,1,24,8,-0.5,2,28,-0.9,-3,14
O=C1CCCc2c1cc(C(=O)NCc1ccco1)c(=O)n2-c1ccc(Cl)cc1,2.0,0.7,1,-15,-1,2.4,-4,nt,5.1,-6,-4
O=C(NCC(O)c1ccc([N+](=O)[O-])cc1)C1=COCCO1 (stereo not given),0.1,-0.4,-5,-3,4,1.1,0,8,0.5,2,2
